Compound activity from PubChem.
B2AR arrestin – beta2AR (human) beta-arrestin recruitment activity | beta-arrestin recruitment to beta2AR, cell-based reporter | Potency, µM (highest dose often 46.1 µM), without a hit: at the top dose activation, most hits filed as activators | 0.02% of 330,000 active | AID 492947;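 note: potency is the fitted concentration of half-maximal effect; 0% = DMSO controls and full agonism = EC100 isoproterenol or metaproterenol; nearly all actives have a fitted effect of over 65% in size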
Target sequence (P07550 whole entry, looked up): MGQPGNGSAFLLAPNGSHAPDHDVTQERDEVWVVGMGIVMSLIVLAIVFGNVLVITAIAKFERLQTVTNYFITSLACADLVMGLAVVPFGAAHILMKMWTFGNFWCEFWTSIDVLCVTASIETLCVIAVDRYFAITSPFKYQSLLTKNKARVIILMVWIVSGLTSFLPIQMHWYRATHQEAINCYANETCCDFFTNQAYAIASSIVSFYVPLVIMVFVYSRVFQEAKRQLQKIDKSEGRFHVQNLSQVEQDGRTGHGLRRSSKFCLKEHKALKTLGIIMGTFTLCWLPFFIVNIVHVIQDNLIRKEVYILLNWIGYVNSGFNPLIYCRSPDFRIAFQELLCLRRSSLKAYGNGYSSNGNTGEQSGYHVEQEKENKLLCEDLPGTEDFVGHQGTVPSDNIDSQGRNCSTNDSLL
MLL CXXC-DNA inh – blocks binding of human MLL CXXC domain to DNA; Q03164; MLL-CXXC / FITC-HOXA9 DNA fluorescence polarization; Potency, µM (doses to about 115 µM), inactives show at the top dose activity change, negative = inhibition, most hits filed as inhibitors; 0.037% of 290,000 active; AID 2662; active = well fitted inhibition curve with a large enough effect in the polarisation, with a control signal flat, not every such curve was filed as active; inconclusive = small, poorly fitted or top-dose-only effect, or effect the other way, or a change in a side signal; inactive = no such curve, though single readings can be large or run the other way; the % refers to the polarisation; note: potency is the fitted concentration of half-maximal effect
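Fluorescence polarization: 7 uM MLL-CXXC (stock) preincubated 5 min with compounds, then 50 nM fluorescein-HOX-A9 DNA (stock) added; 30 min ambient. Buffer 50 mM Tris-HCl pH 7.5, 50 mM NaCl, 1 mM DTT, 0.05% BSA.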
KCNH2 3.1 block – KCNH2 3.1 (human) potassium channel inhibition | AID 720553 | 0.95% of 340,000 active | U2OS KCNH2 3.1, thallium flux FluxOr; stronger effect = lower value | activity change, % (tested at about 1.8 µM);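 active = maximum activity change below -70%; inconclusive = maximum activity change from -70% to -50%; inactive = maximum activity change above -50%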;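 note: thallium influx rate constant from kinetic fluorescence after stimulation buffer; % is set by controls: 0 for no effect and ±100 for the full control effect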
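Normalized rate constant (relative to positive and negative DMSO controls) derived from a 2 min kinetic fluorescence read after stimulation; U2OS cells expressing the 3.1 isoform via virus at 1.77 x 10^8 /mL.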
TRPV1 agonist – agonists of human vanilloid receptor 1 (TRPV1); TRPV1-expressing cells, Fluo-8 calcium influx, agonist mode; activation, % at 8.33 µM; 0.19% of 320,000 active; in the data active = activation above about 80%; inconclusive = between about 30% and that limit; note: 0% is about no effect
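Cells expressing TRPV1 were dye-loaded with Fluo-8 and read kinetically: 10 s baseline, 3 min after compound (agonist portion), then 2 min after EC20 capsaicin (allosteric enhancer portion). Calcium-bound dye fluorescence at 480/520 nm.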
PKM2 act – activators of human pyruvate kinase M2; purified PKM2, Kinase-Glo ATP luminescence, activation; response scale: 0% is enzyme alone, no compound; Potency, µM (titrated, usually from 57.5 µM), for the others: at the top dose activation, actives largely listed as activators; 0.34% of 260,000 active; note: potency is the fitted concentration of half-maximal effect; % is set by controls: 0 for no effect and ±100 for the full control effect; nearly all actives have a fitted effect of over 55% in size
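Kinase-Glo luminescence reports ATP generated from ADP (0.1 mM) and PEP (0.5 mM) by purified hPK-M2 after 1 h at room temperature, pH 7.2 imidazole buffer; intermediate enzyme activity allows detecting inhibitors and activators.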
Giardia kill – kills Giardia lamblia; Giardia lamblia trophozoite viability; activity change, % at 7.66 µM, hits read low; 0.15% of 340,000 active; in the data active = activity change below about -80%; inconclusive = between about -30% and that limit;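 note: parasites exposed to compound for two days anaerobically before the ATP read; % is set by controls: 0 for no effect and ±100 for the full control effect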
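Giardia trophozoites, 100 cells per well, were exposed to compounds for 48 hrs at 37 deg C under anaerobic conditions; viability was then read as ATP content by bioluminescence after 15-30 min at room temperature.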
Menin-MLL TR inh – displaces Texas Red mutant MLL peptide from human menin | O00255 | Menin + Texas Red MLL mutant peptide, fluorescence polarization | Potency, µM (titrated, usually from 61.6 µM), inactives show top-dose FP activity change, negative = inhibition, most hits filed as inhibitors | 0.23% of 270,000 active; active = well fitted inhibition curve with a large enough effect in the polarisation, with a control signal flat, not every such curve was filed as active; inconclusive = small, poorly fitted or top-dose-only effect, or effect the other way, or a change in a side signal; inactive = no such curve, though single readings can be large or run the other way; the % refers to the polarisation; note: potency is the fitted concentration of half-maximal effect; % of control where 0% means no effect; many of its hits are not listed in these tables
Target sequence (O00255 whole entry, looked up): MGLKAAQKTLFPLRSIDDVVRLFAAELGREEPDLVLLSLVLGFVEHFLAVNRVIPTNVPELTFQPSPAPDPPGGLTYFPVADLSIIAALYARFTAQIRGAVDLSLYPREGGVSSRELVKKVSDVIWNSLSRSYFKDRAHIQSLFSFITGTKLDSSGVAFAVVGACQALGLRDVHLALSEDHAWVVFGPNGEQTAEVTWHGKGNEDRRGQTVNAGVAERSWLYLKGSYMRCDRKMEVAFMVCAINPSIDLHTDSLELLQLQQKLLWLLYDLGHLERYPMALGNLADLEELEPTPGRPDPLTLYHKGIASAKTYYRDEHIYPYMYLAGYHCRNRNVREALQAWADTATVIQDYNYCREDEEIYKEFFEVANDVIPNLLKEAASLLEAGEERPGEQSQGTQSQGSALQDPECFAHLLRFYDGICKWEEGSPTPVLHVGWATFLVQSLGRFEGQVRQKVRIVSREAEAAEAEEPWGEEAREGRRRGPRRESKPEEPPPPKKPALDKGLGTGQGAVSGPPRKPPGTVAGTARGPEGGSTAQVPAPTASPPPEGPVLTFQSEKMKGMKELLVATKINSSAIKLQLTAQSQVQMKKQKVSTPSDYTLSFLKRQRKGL
hERG WT inh – blocks the wildtype human KCNH2 potassium channel; Q12809; U2OS, BacMam KCNH2, thallium flux FluxOr; stronger effect = lower value; activity change, % at 1.84 µM; 0.37% of 340,000 active;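 active = maximum activity change below -70%; inconclusive = maximum activity change between -70% and -50%; inactive = maximum activity change above -50%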; note: % is set by controls: 0 for no effect and ±100 for the full control effect
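U2OS cells transduced with wild-type KCNH2 virus are loaded with FluxOr dye for 45 min, and thallium flux is measured in kinetic reads before and after stimulation buffer. Rate constants are normalized to DMSO controls.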
Coupling enz – inhibits coupling enzyme system, counter-screen for aldolase hits; coupling enzyme system counterscreen, AmpLite Red fluorescence; activity change, negative = inhibition, % at 58.2 µM, hits read low; 0.67% of 290,000 active; in the data active = activity change below about -30%; note: % is set by controls: 0 for no effect and ±100 for the full control effect
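First, compound is pin-transferred into glyceraldehyde-3-phosphate coupling-enzyme reagent at 57.5 uM final and held 10 min at RT. Next, substrate, coupling system and AmpLite Red are added. After 20 min RT, fluorescence (525/598 nm) is read.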
GALK inh – galactokinase (human) inhibition. Potency, µM (top dose mostly 57.5 µM), inactives show at the highest dose activity change, negative = inhibition, most hits filed as inhibitors. AID 1868. Purified GALK, Kinase-Glo residual ATP luminescence. 0.007% of 270,000 active; note: potency is the fitted concentration of half-maximal effect; % is set by controls: 0 for no effect and ±100 for the full control effect
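Galactose (100 uM) and ATP (35 uM) were turned over by 5 nM GALK for 1 h at RT. Kinase-Glo Plus then converted the remaining ATP into a luminescent signal.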
USP2a block – USP2a (human) protease inhibition; O75604; 0.01% of 330,000 active; USP2 core, Ub-CHOP2 coupled fluorogenic reporter, 485/531; Potency, µM (highest dose often 38.3 µM), for the others: top-dose activity change, negative = inhibition, actives largely listed as inhibitors;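 note: potency is the fitted concentration of half-maximal effect; plate controls were DMSO wells for no effect and full inhibition by NEM control for full effect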
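Deubiquitinase activity read as fluorescence (485/531 nm) after Ub-CHOP2 cleavage activates the enterokinase reporter on its substrate; USP2 core 10nM, Ub-CHOP2 and substrate 25nM each, 30min compound preincubation then 60min RT; data normalized to NEM, curves fitted.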
* marks the source's active call; other numbers are inactive results; i = inactive; ? = inconclusive; / = not tested or not shown; & = joins results of further samples; [ ] = dose if it differs, or a comment. Unless noted, calls come from the whole dose curve; as a rule, active = well fitted curve in the direction sought with a large enough effect; inconclusive = small, poorly fitted or top-dose-only effect, or another doubt; inactive = no such curve, though single readings can be large; an effect the other way counts as inactive or inconclusive.

SMILES	B2AR arrestin	MLL CXXC-DNA inh	KCNH2 3.1 block	TRPV1 agonist	PKM2 act	Giardia kill	Menin-MLL TR inh	hERG WT inh	Coupling enz	GALK inh	USP2a block
Cc1ccc(C(=O)NC(=C(Cl)Cl)S(=O)(=O)c2ccc(C)cc2)cc1	11%	14%	-21	10	8%	-2	-5%	6	2	1%	3%
CN1C(=C2C(=O)OC(C)(C)OC2=O)Sc2ccccc21	-1.5%	-1%	-5	-2	5%	2	-1%	-21	2	-2%	-4%
CCN(CCCNC(=O)CCC(=O)N1CCOc2ccccc21)Cc1ccccc1	0.0%	/	16	0	3%	-13	-7%	6	1	/	3%
COCCN(C(=O)CSc1n[nH]c(-c2ccccc2)n1)c1c(N)n(CC(C)C)c(=O)[nH]c1=O	0.1%	/	-4	-3	/	-5	/	2	/	/	0%
COC(=O)Cc1c(C(=O)OC)nnn1-c1ccc(OC(F)(F)F)cc1	0.0%	13%	/	-2	/	-4	-1%	-13	-1	-2%	-2%
COc1ccc(NC(=S)NC(NC(=O)c2cccc3ccccc23)C(Cl)(Cl)Cl)c([N+](=O)[O-])c1 (stereo not given)	3.5%	-4%	9	-5	-2%	10	?	5	-4	3%	-13%
O=C(CSc1nc(O)c(Cc2ccccc2)c(=O)[nH]1)Nc1nnc(SCc2ccccc2)s1	-0.2%	2%	23	9	19%	4	?	i	29	-11%	-11%
C[C@@H]1COC(=O)[C@H](CC(=O)OC(C)(C)C)C/C=C\C[C@@H](CC(=O)N(CCO)Cc2ccccc2)C(=O)N1	0.3%	/	-13	/	/	-19	/	-15	/	/	2%
CC(C)CC(=O)NC(=S)Nc1cccc(NC(=O)c2ccccc2Cl)c1	-0.1%	-5%	3	2	-5%	-16	-3%	-1	5	-2%	0%
O=S(=O)(Nc1ccc(-n2cnnn2)cc1)c1ccc(Cl)s1	-0.2%	/	10	/	/	0	/	6	/	/	-2%
COc1cc(/C=C2\N=C(C)OC2=O)cc(OC)c1OC	0.0%	-5%	-16	0	4%	21	-11%	-16	2	0%	0%
O=C(c1ccc(N2CCCCC2)c([N+](=O)[O-])c1)N1CCN(c2ccccn2)CC1	0.0%	-1%	5	19	6%	-18	-11%	9	-2	0%	-3%
Cc1ccc2nc(N3CCOCC3)c(C=O)c(=O)n2c1	0.1%	-1%	2	0	-13%	4	-12%	1	-10	6%	1%
O=C(O)CNC1=NCCC1	-0.3%	-3%	/	1	-14%	/	1%	/	4	2%	1%
CC(C)NC(=O)Cn1nnc(-c2ccc(Cl)cc2)n1	0.0%	-7%	-12	23	6%	36[activator]	6%	0	7	0%	1%
COCC1CCN(C(=O)c2cc(COc3ccc4ncccc4c3)on2)CC1	-0.3%	-2%	21	11	-6%	12	-6%	5	0	0%	3%
CCOc1ccc(N=C2NC(=O)C(CC(=O)Nc3ccc(OC)cc3)S2)cc1 (stereo not given)	-0.5%	1%	-6	-2	5%	1	?	3	1	4%	0%
CC(=O)c1ccc(NC(=O)CN2C(=O)CCC2=O)cc1	-0.7%	-5%	0	0	-5%	-4	-8%	5	0	4%	0%
O=C(Nc1cccc(F)c1)c1cccnc1	-0.2%	-3%	7	-1	0%[11.5 µM]	28	-2%	0	-2	-1%	1%
CC(C)C(NS(=O)(=O)c1ccc(Br)s1)C(=O)O (stereo not given)	0.1%	3%	7	2	-7%	-10	-19%	1	3	-1%	1%
COc1cc(/C=N/Nc2cccc(C)c2)cc(Br)c1O	0.1%	5%	8	0	-2%	-3	?	1	-5	5%	2%
CCN(CC)CCNC1=CC(=O)OC12CCCCC2	-2.1%	6%	-7	-3	-3%	8	11%	-31	3	1%	-1%
Cc1ccc(S(=O)(=O)N(CC(=O)NCc2ccncc2)Cc2ccc(F)cc2)cc1	-0.3%	4%	19	?	0%	9	-1%	7	0	1%	2%
Cc1ccc(NC(=O)CN(C)C(=O)CCC(=O)N2CCOCC2)cc1	-1.0%	/	-11	-2	/	-4	/	0	/	/	1%
CSCCC(NS(=O)(=O)c1ccccc1F)C(=O)OCc1ccccc1Cl (stereo not given)	-0.4%	6%	3	11	-3%	11	1%	1	-3	1%	-1%
CCOC(=O)Cn1c(-c2ccccc2)ccc(C#N)c1=O	-0.3%	-1%	0	3	4%	8	2%	4	-9	7%	0%
O=C(CN1C(=O)NC2(CCCCCC2)C1=O)NC1CCCCCCC1	-0.3%	-2%	-4	9	2%	-8	-8%	-4	2	8%	1%
COc1cccc(CNC(=O)C2CCC(CNS(=O)(=O)c3cccc4cccnc34)CC2)c1 (stereo not given)	0.4%	-5%	4	11	/	-5	/	-20	/	-8%	1%
O=C(CN1CCN(c2ccccc2F)CC1)N1N=CCC1c1ccccc1 (stereo not given)	-0.6%	9%	0	-1	1%	3	-2%	7	1	0%	2%
O=C(CCc1nnc2ccc(N3CCCCC3)nn12)NCC1CCN(Cc2ccc(F)cc2)CC1	0.2%	29%	-16	-1	/	7	-5%	14	2	0%	1%
N#Cc1ccccc1NC(=O)COC(=O)c1ccc(S(=O)(=O)N2CCCC2)cc1	-0.3%	3%	-3	1	1%	11	0%	-6	0	4%	0%
CSc1ccc2c(c1)C(N1CCN(C)CC1)Cc1ccccc1S2 (stereo not given)	-0.4%	8%&1%&1%	-43&-44	12	3%	-7&-4	?	27&24	4&1	10%	3%
O=C(CO/N=C/c1ccc(OC(F)F)cc1)N1CCc2ccccc21	-0.2%	3%	-4	6	0%	4	?	-3	8	0%	0%
CC(=O)N1CCc2ccc(NC(=O)c3c(-c4c(Cl)cccc4Cl)noc3C)cc21	0.5%	2%	2	-1	-2%	13	/	0	0	10%	3%
Cc1nn(-c2ccccc2)c(C)c1/C=N/NC(=O)CSc1nc2ccccc2c(=O)n1-c1ccc(Br)cc1	-0.8%	2%	-1	-5	2%	0	-2%	29	2	-1%	3%
O=C(c1ccc(C(F)(F)F)cc1)C1CCCN(C(=O)CN2C(=O)CSC2=O)C1 (stereo not given)	-1.1%	11%	1	-1	1%	42[activator]	10%	-3	0	1%	0%
Cc1cc(C)cc(C(=O)Nc2cccc(NC(=O)c3ccco3)c2)c1	0.1%	-4%	-16	0	/	24	/	-9	/	2%	3%
CCOC(=O)N1CCN(Cc2nc(-c3ccc(C)cc3)no2)CC1	0.3%	10%	-8	1	-2%	-7	-7%	20	5	3%	0%
COc1ccc(CCNC(=O)CCN2C(=O)c3ccccc3C2=O)cc1OC	0.2%	-3%	/	-3	-1%	/	-21%	/	3	5%	-2%
C=CCC1(O)C(=O)N2C(=C1C(=O)OCC)c1ccc3ccccc3c1CC2(C)C (stereo not given)	3.6%	-5%	-22	/	1%	0	/	-2	1	1%	0%
O=C1NCC(COc2ccc(Cl)cc2)O1 (stereo not given)	2.6%	-8%	-4	0	6%	-1	18%	-1	-1	12%	0%
CSCCC(NC(=O)C1CCCC1)c1nnc2ccccn12 (stereo not given)	0.1%	43%[activator]	-10	-3	/	-6	22%	2	1	5%	0%
CCOCCCNC(=O)CN1CCN(c2ccc(F)cc2)CC1	-1.1%	-5%	-6	0	-3%	-16	-2%	-3	1	11%	1%
COc1c(Cl)cc(Cl)cc1C(=O)Nc1ccc(NC(=O)c2cccs2)cc1	-0.6%	-24%	-4	-2	-2%	-3	?	30	3	-3%	2%
CCOc1ccc2nc(SCC(=O)N3c4ccccc4Sc4ccccc43)sc2c1	-1.2%	-7%	-4	-6	-4%	1	-11%	-4	3	4%	1%
CCOCc1nnc(NC(=O)C2CCN(C(=O)c3ccco3)CC2)s1	-0.3%	13%	5	0	4%	-6	-16%	13	-7	7%	-1%
NC(=O)CC(NC(=O)c1cccc(Br)c1)c1ccc(N2CCN(c3ccccn3)CC2)c([N+](=O)[O-])c1 (stereo not given)	0.3%	17%	-25	2	-2%	5	20%	-9	2	/	0%
Cn1c(=O)c(C(=O)NCc2ccccc2)c(O)c2ccccc21	0.1%	-1%	11	3	3%	-29	?	0	0	6%	0%
CC1Cc2ccccc2N1CC(=O)NCc1ccc2c(c1)OCO2 (stereo not given)	-0.3%	7%	-2	4	6%	9	2%	3	0	0%	3%
COc1ccc(/C=C2\NC(=S)N(CC3CCCO3)C2=O)c(OC)c1C (stereo not given)	-0.7%	10%	8	?	2%	5	7%	8	-4	1%	-7%

Only part of the results is shown; count on the stated rates, not on these rows.
